EPAC2 ag: agonists of human EPAC2 (RAPGEF4) | AID 720711 | Q8WZA2 | Potency, µM (series often up to 154 µM), without a hit: top-dose activation, actives largely listed as activators | EPAC2 activation, biochemical qHTS; response scale: 100% = 6.5 mM cAMP response | 0.079% of 360,000 active; note: potency is the fitted concentration of half-maximal effect; nearly all actives have a fitted effect of over 50% in size
Target sequence (Q8WZA2 whole entry, looked up): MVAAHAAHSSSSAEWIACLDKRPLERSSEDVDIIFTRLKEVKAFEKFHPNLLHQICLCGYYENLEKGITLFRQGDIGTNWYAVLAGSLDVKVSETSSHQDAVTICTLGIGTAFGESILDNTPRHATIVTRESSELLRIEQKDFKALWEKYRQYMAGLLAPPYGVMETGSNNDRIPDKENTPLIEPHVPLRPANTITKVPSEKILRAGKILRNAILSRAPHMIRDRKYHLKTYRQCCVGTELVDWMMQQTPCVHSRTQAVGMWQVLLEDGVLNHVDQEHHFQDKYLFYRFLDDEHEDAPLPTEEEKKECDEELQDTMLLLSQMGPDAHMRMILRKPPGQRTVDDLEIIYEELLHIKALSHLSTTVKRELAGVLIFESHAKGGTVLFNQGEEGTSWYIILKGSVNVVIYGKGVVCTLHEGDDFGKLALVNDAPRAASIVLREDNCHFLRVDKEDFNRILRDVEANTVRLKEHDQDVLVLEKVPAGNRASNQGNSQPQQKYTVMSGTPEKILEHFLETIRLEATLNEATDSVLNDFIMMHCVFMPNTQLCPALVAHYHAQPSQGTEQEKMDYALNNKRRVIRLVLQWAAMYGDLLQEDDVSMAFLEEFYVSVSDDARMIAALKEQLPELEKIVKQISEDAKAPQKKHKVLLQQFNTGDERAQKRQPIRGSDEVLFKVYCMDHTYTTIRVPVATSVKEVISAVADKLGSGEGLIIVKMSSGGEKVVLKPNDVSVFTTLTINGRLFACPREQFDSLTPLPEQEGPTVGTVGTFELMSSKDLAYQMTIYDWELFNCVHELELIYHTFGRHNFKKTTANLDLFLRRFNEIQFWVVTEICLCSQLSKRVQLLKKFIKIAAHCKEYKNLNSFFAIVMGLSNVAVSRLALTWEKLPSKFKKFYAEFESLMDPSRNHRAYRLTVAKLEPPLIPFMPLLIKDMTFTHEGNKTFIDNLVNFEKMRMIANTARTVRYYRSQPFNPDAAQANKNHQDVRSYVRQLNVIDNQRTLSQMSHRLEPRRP
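Guanine nucleotide exchange by EPAC2 is measured as reduced fluorescence of BODIPY-GDP once it is released from 250 nM Rap1B. Plates are read kinetically for 30 min at room temperature; results are scaled to 6.5 mM cAMP.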
HepG2 viability: HepG2 cytotoxicity, counter-screen for TGF-b inhibitors; HepG2 CAGA-GFP viability, ATP luminescence, 18 h; Potency, µM (highest dose often 46.1 µM), for inactives: at the top dose activity change, negative = cytotoxicity, actives largely listed as cytotoxic; 0.76% of 410,000 active; note: potency is the fitted concentration of half-maximal effect; some results filed as inactive show a strong effect at the top dose
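CellTiter-Glo luminescence gave cytotoxicity after 18 hours at 37 degrees C. The cells were HepG2 CAGA-GFP in 1% FBS DMEM, stimulated with 500 pg/mL TGF-beta after compound addition. %Activity was normalised to no-cell wells (complete cell-killing) and DMSO (no toxicity), and curves were fitted and classified.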
ATXN2 expr inh: reduces ATXN2 reporter expression in HEK-293 cells; HEK-293 ATXN2-luciferase reporter, luminescence, 24 h; 0.72% of 360,000 active; Potency, µM (doses to about 57 µM), inactives show at the top dose activity change, negative = inhibition, hits mostly inhibitors; note: potency is the fitted concentration of half-maximal effect; % is set by controls: 0 for no effect and ±100 for the full control effect; nearly all actives have a fitted effect of over 55% in size
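qHTS (up to 57 uM final) was run with 24 h compound exposure of reporter cells at 37 °C. Each well was multiplexed: SteadyGlo luminescence measured ATXN2-luciferase expression after a fluorogenic Gly-Phe-AFC viability readout (25 uM final).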
S2 tox: cell viability loss in ATXN counter-screen. S2 cells (HEK-293 line with an ATXN2-luciferase reporter) viability, CellTiter-Fluor protease fluorescence, 24 h. Potency, µM (titrated, usually from 56.7 µM), actives largely listed as cytotoxic. 0.49% of 400,000 active. AID 651635; note: potency is the fitted concentration of half-maximal effect; nearly all actives have a fitted effect of over 40% in size
A549 tox: kills or reduces viability of A549 cells in Nrf2 counter-screen | A549 ARE-Fluc cells, CellTiter-Fluor viability, 18-24 h | Potency, µM (doses to about 46 µM), for the others: top-dose activity change, negative = cytotoxicity, most hits filed as inhibitors | 0.16% of 390,000 active; note: potency is the fitted concentration of half-maximal effect; % is set by controls: 0 for no effect and ±100 for the full control effect
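Cytotoxicity counterscreen: CellTiter-Fluor fluorescence was measured in A549 ARE_Fluc cells after 18-24 h of compound exposure in a concentration series. The subsequent BugLite luminescent read reports ARE-luciferase activity.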
IL2 activator: activates IL-2 in a cell-based reporter assay; IL-2 activation reporter assay, cell-based qHTS; stimulated with anti-CD3/CD4/CD28 beads; in transgenic mouse T cells; activation, % (series mostly up to about 46 µM); 0.065% of 360,000 active; in the data active = activation above about 50%; inconclusive = mostly about 30% to 49%; note: 0% is about no effect
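First, unstimulated transgenic mouse T cells were exposed to compound for 60 min. Next, anti-CD3/anti-CD4-coated beads with anti-CD28 were added. Finally, after 18 h at 37 degrees C, EGFP and DsRed were imaged.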
Nrf2 activator: activators of Nrf2 (ARE) signaling | AREc32 ARE-luciferase reporter (MCF7-derived line), luminescence, 24 h | 0.31% of 410,000 active | Potency, µM (highest dose often 46.1 µM), for inactives: top-dose activation, hits mostly activators; note: potency is the fitted concentration of half-maximal effect; % of control where 0% means no effect; nearly all actives have a fitted effect of over 65% in size
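Luciferase luminescence (Steady-Glo, 30 min at room temperature) served as the read-out of ARE activation in AREc32 cells treated with compounds for 24 hr at 37 deg C.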
TGFb SMAD3 inh: TGF-b pathway inhibition; HepG2 CAGA-GFP TGF-b/SMAD3 reporter, GFP fluorescence, 18 h; TGF-beta stimulated, 500 pg/mL final; 1.2% of 410,000 active; Potency, µM (series often up to 46.1 µM), for the others: top-dose activity, negative = inhibition, hits mostly inhibitors; note: potency is the fitted concentration of half-maximal effect; % is set by controls: 0 for no effect and ±100 for the full control effect; nearly all actives have a fitted effect of over 65% in size
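HEPG2 CAGA-GFP reporter cells (1000/well, DMEM with 1% FBS) received compounds, then recombinant TGF-beta at 500 pg/mL final for 18 hours at 37 degrees C. Per-cell GFP summed per well was normalised to unstimulated and stimulated DMSO controls before curve fitting.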
Nrf2 inh: blocks Nrf2 signaling; A549 ARE-Fluc reporter, luciferase luminescence, 18-24 h; Potency, µM (titrated, usually from 46 µM), for inactives: at the top dose activity change, negative = inhibition, actives largely listed as inhibitors; 2.1% of 360,000 active; note: potency is the fitted concentration of half-maximal effect; % is set by controls: 0 for no effect and ±100 for the full control effect; nearly all actives have a fitted effect of over 60% in size
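Quantitative HTS in A549 cells stably bearing an antioxidant response element-firefly luciferase construct. Inhibition of Nrf2-driven transcription was scored by luminescence after 18-24 h of compound exposure at 37 °C.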
Numbers without * were called inactive; i = inactive; ? = inconclusive; · = no result given. Unless noted, calls come from the whole dose curve; as a rule, active = well fitted curve in the direction sought with a large enough effect; inconclusive = small, poorly fitted or top-dose-only effect, or another doubt; inactive = no such curve, though single readings can be large; an effect the other way counts as inactive or inconclusive. Outcome played no part in choosing rows. Share with any hit: about 4.3%.

Start of the data: the first 9 records, to show the layout:
Letter code: A = EPAC2 ag; B = HepG2 viability; C = ATXN2 expr inh; D = S2 tox; E = A549 tox; F = IL2 activator; G = Nrf2 activator; H = TGFb SMAD3 inh; I = Nrf2 inh
> CC(O)CNc1nc2c(c(=O)n(Cc3ccc(Cl)c(Cl)c3)c(=O)n2C)n1C (configuration not stated)
  A: 3.5%	B: -18.6%	C: ·	D: i	E: 3.5%	F: -0.9	G: 7.2%	H: 3.6%	I: 5.0%
> COC(=O)C1(Cc2cc(-c3cccnc3)no2)CCN(C(=O)OC(C)(C)C)CC1
  A: -0.5%	B: 2.4%	C: 11.0%	D: i	E: -4.2%	F: -0.4	G: -1.1%	H: 2.4%	I: -13.1%
> O=C1C=C(NC2=CC3OC(c4ccccc4)OCC3OC2=O)CCC1 (configuration not stated)
  A: -1.8%	B: -18.3%	C: -25.4%	D: ?	E: ?	F: -0.2	G: ?	H: 10µM*	I: -26.5%
> Cc1cccc(C)c1NC(=O)C(=O)NCc1ccccn1
  A: 2.0%	B: -4.0%	C: 0.5%	D: i	E: -3.6%	F: -1.3	G: -0.9%	H: -24.1%	I: 6.1%
> CC(C)c1nc(CNC(=O)CCc2nnc(-c3ccsc3)o2)cs1
  A: 3.2%	B: 18.9%	C: -4.2%	D: i	E: 2.6%	F: 0.4	G: 2.6%	H: 13.7%	I: 17.4%
> COc1ccccc1-c1noc(CSc2nnc(-c3ccccc3)n2-c2ccc(C)c(C)c2)n1
  A: ·	B: 9.9%	C: 7.0%	D: i	E: -1.4%	F: ·	G: -0.6%	H: 17.5%	I: -2.7%
> Cc1ccc(S(=O)(=O)NC(C)C(=O)NC2CC2)cc1 (configuration not stated)
  A: 4.2%	B: 2.1%	C: 2.8%	D: i	E: -0.6%	F: -2.3	G: -0.2%	H: 5.1%	I: 10.5%
> COc1ccc(S(=O)(=O)Nc2ncccn2)cc1
  A: 1.9%	B: 12.0%	C: -1.6%	D: i	E: 6.1%	F: -0.5	G: -0.7%	H: -14.1%	I: 5.3%
> O=C(Cn1cc(C(F)(F)F)ccc1=O)Nc1cc(S(=O)(=O)N2CCOCC2)ccc1Cl
  A: -0.7%	B: 4.4%	C: 15.9%	D: i	E: 2.7%	F: -0.4	G: 2.2%	H: ?	I: 6.7%

The whole of this part (from the top)
Letter code: A = EPAC2 ag; B = HepG2 viability; C = ATXN2 expr inh; D = S2 tox; E = A549 tox; F = IL2 activator; G = Nrf2 activator; H = TGFb SMAD3 inh; I = Nrf2 inh
> CC(O)CNc1nc2c(c(=O)n(Cc3ccc(Cl)c(Cl)c3)c(=O)n2C)n1C (configuration not stated)
  A: 3.5%	B: -18.6%	C: ·	D: i	E: 3.5%	F: -0.9	G: 7.2%	H: 3.6%	I: 5.0%
> COC(=O)C1(Cc2cc(-c3cccnc3)no2)CCN(C(=O)OC(C)(C)C)CC1
  A: -0.5%	B: 2.4%	C: 11.0%	D: i	E: -4.2%	F: -0.4	G: -1.1%	H: 2.4%	I: -13.1%
> O=C1C=C(NC2=CC3OC(c4ccccc4)OCC3OC2=O)CCC1 (configuration not stated)
  A: -1.8%	B: -18.3%	C: -25.4%	D: ?	E: ?	F: -0.2	G: ?	H: 10µM*	I: -26.5%
> Cc1cccc(C)c1NC(=O)C(=O)NCc1ccccn1
  A: 2.0%	B: -4.0%	C: 0.5%	D: i	E: -3.6%	F: -1.3	G: -0.9%	H: -24.1%	I: 6.1%
> CC(C)c1nc(CNC(=O)CCc2nnc(-c3ccsc3)o2)cs1
  A: 3.2%	B: 18.9%	C: -4.2%	D: i	E: 2.6%	F: 0.4	G: 2.6%	H: 13.7%	I: 17.4%
> COc1ccccc1-c1noc(CSc2nnc(-c3ccccc3)n2-c2ccc(C)c(C)c2)n1
  A: ·	B: 9.9%	C: 7.0%	D: i	E: -1.4%	F: ·	G: -0.6%	H: 17.5%	I: -2.7%
> Cc1ccc(S(=O)(=O)NC(C)C(=O)NC2CC2)cc1 (configuration not stated)
  A: 4.2%	B: 2.1%	C: 2.8%	D: i	E: -0.6%	F: -2.3	G: -0.2%	H: 5.1%	I: 10.5%
> COc1ccc(S(=O)(=O)Nc2ncccn2)cc1
  A: 1.9%	B: 12.0%	C: -1.6%	D: i	E: 6.1%	F: -0.5	G: -0.7%	H: -14.1%	I: 5.3%
> O=C(Cn1cc(C(F)(F)F)ccc1=O)Nc1cc(S(=O)(=O)N2CCOCC2)ccc1Cl
  A: -0.7%	B: 4.4%	C: 15.9%	D: i	E: 2.7%	F: -0.4	G: 2.2%	H: ?	I: 6.7%
> COc1cc([N+](=O)[O-])ccc1NC(=O)COC(=O)c1c[nH]c(=O)[nH]c1=O
  A: 4.9%	B: 1.9%	C: -1.9%	D: ?	E: -12.3%	F: 0.0	G: -1.0%	H: -16.6%	I: 2.2%
> CCC(C)[C@H](NC(=O)N1CCCCCC1)C(=O)O (some centres not stated)
  A: 7.4%	B: 3.0%	C: 2.2%	D: i	E: 0.0%	F: -1.5	G: 0.1%	H: -1.0%	I: 6.0%
> COc1ccc2nc(NC(=O)c3ccccc3O)sc2c1
  A: 1.6%	B: -1.9%	C: 5.4%	D: i	E: -15.4%	F: 0.7	G: 7.2%	H: -5.6%	I: ?
> O=C(CCNS(=O)(=O)c1ccc2c(c1)CCC(=O)N2)Nc1ccc2c(c1)OCCO2
  A: 1.5%	B: -16.1%	C: 7.4%	D: i	E: 2.5%	F: -2.0	G: 0.2%	H: -7.2%	I: 12.8%
> Cc1cc(C)c(S(=O)(=O)NCCc2sc(-c3cccnc3)nc2C)c(C)c1
  A: ·	B: -18.3%	C: 4.1%	D: i	E: 2.7%	F: ·	G: -1.1%	H: -3.3%	I: ·
> CCSc1nc2c(cnn2-c2ccc(C)cc2)c(=O)[nH]1
  A: 11.0%	B: -7.5%	C: 6.6%	D: i	E: -6.7%	F: -2.6	G: 0.4%	H: 9.8%	I: -23.8%
> COC(=O)c1sc(NC(=O)C2CCCCC2C(=O)O)c(C(=O)OC)c1C (configuration not stated)
  A: 9.4%	B: -2.2%	C: 3.3%	D: i	E: -16.7%	F: 0.5	G: -0.4%	H: -9.1%	I: -14.5%
> CCSc1nnc(NC(=O)CSc2nccn2-c2cccc(C)c2C)s1
  A: 2.7%	B: -2.4%	C: 9.5%	D: i	E: 9.4%	F: -1.2	G: 4.7%	H: 3.7%	I: 9.7%
> COc1ccc(OC)c(C(=O)c2ccc(C(=O)O)cc2)c1
  A: 10.5%	B: -2.8%	C: -12.6%	D: i	E: ·	F: -2.3	G: -0.3%	H: -5.4%	I: -23.2%
> Cc1cccc(C)c1-n1nnnc1C(c1ccnc2ccccc12)N(C)Cc1ccc(Cl)c(Cl)c1 (configuration not stated)
  A: 12.2%	B: ·	C: 12.8%	D: i	E: ·	F: 1.8	G: -0.2%	H: ·	I: ·
> C#CCOCCOCCOCCNc1nc(N2CCN(C(=O)[C@H](C(C)C)n3cc(CCO)nn3)CC2)nc(N2CCN(C(=O)[C@H]([C@@H](C)CC)n3cc(CCCN=C(N)N)nn3)CC2)n1
  A: 2.5%	B: -3.8%	C: 4.8%	D: i	E: 1.5%	F: 0.0	G: 0.2%	H: 0.3%	I: -1.1%
> CCNC(=O)C1(C)CCN(C(=O)c2c(F)ccc(C)c2F)C1 (configuration not stated)
  A: 6.0%	B: 2.1%	C: 3.7%	D: i	E: ·	F: 0.8	G: 0.3%	H: 3.8%	I: ·

High-throughput results deposited in PubChem BioAssay by National Center for Advancing Translational Sciences (NCATS).
